TRPV1 ag: agonists of human vanilloid receptor 1 (TRPV1) | Q8NER1 | TRPV1-expressing cells, Fluo-8 calcium influx, agonist mode | activation, % at 8.33 µM | 320,000 tested, 0.19% active; in the data active = activation above about 80%; inconclusive = between about 30% and that limit; also: 0% is about no effect
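Fluo-8 calcium influx in TRPV1-expressing cells, kinetic read (ex 480/em 520 nm). Compound added and read 3 min for agonist activity, followed by capsaicin at EC20 final and 2 min further read for enhancement.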
Eya2 phos inh: blocks the phosphatase activity of human Eya2. recombinant Eya2, OMFP fluorescence dephosphorylation (OMFP is methylfluorescein phosphate). Potency, µM (highest dose often 76.9 µM), inactives show at the top dose activity, negative = inhibition, usual class: inhibitors. 330,000 tested, 0.006% active. AID 488837; also: potency is read from the fitted curve at half-maximal effect; % is scaled to controls: 0 for no effect and ±100 for the full control effect
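Eya2 protein (added as 0.2 uM solution) was preincubated with compound for 10 min at ambient temperature in 50 mM HEPES pH 7.5, 50 mM NaCl, 5 uM MgCl2, 0.05% BSA, 1 mM DTT. OMFP (added at 50 uM) then reacted 10 min; fluorescence read at 485/525 nm.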
uPA generation: inhibitors of cell surface uPA generation. Potency, µM (highest dose often 38.3 µM), for inactives: at the top dose activity change, negative = inhibition, most hits filed as inhibitors. cell surface uPA generation assay, qHTS. 330,000 tested, 0.31% active. AID 540303; active = well fitted inhibition curve with a large enough effect; inconclusive = small, poorly fitted or top-dose-only effect; inactive = no such curve, though single readings can be large or run the other way; tested in mouse RAW 264.7 cells; also: potency is read from the fitted curve at half-maximal effect; % is scaled to controls: 0 for no effect and ±100 for the full control effect; nearly all actives have a fitted effect of over 55% in size
TSG101-PTAP inh: blocks PTAP/TSG101 interaction to inhibit HIV-1 budding; Fluorescence polarization, FITC-PTAP peptide / Tsg101 binding; Potency, µM (series often up to 115 µM), for the others: top-dose activity change, negative = inhibition, actives largely listed as inhibitors; 340,000 tested, under 10 active; Q99816; AID 493005; active = well fitted inhibition curve with a large enough effect in the main read-out, with a control signal flat, not every such curve was filed as active; inconclusive = small, poorly fitted or top-dose-only effect, or effect the other way, or a change in a side signal; inactive = no such curve, though single readings can be large or run the other way; also: potency is read from the fitted curve at half-maximal effect; % of control where 0% means no effect
Target sequence (Q99816 whole entry, looked up): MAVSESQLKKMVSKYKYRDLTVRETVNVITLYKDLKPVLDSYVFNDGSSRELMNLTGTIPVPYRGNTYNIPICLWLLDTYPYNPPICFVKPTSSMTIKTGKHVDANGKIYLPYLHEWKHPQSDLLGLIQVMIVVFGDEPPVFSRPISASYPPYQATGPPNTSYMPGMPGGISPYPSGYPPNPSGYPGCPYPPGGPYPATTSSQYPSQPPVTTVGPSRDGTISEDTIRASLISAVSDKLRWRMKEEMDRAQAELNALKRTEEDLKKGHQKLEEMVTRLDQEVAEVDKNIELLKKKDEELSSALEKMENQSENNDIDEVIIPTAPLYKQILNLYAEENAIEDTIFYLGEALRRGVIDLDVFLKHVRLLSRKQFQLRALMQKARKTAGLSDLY
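Steps: Tsg101 binding domain dispensed (10 uM final), compounds pinned in DMSO, FITC-labeled PTAP-motif peptide added (50 nM final); after 20 min binding at room temperature, polarization measured.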
B2AR arrestin: recruits beta-arrestin to the human beta2-adrenergic receptor | P07550 | beta-arrestin recruitment to beta2AR, cell-based reporter | Potency, µM (highest dose often 46.1 µM), for inactives: at the top dose activation, most hits filed as activators | 330,000 tested, 0.02% active | AID 492947;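 also: potency is read from the fitted curve at half-maximal effect; 0% = DMSO controls and full agonism = EC100 isoproterenol or metaproterenol; nearly all actives have a fitted effect of over 65% in size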
p53 reactivator: re-activators of mutant p53; 320,000 tested, 0.063% active; AID 504706; Potency, µM (titrated, usually from 92.2 µM), for inactives: top-dose activity change, positive = activation, usual class: activators; H1299 p53-A138V BP100-luciferase reporter, luminescence, 24 h; also: potency is read from the fitted curve at half-maximal effect; % of control where 0% means no effect; nearly all actives have a fitted effect of over 45% in size
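H1299 (p53-null), stable ts p53-A138V + BP100-Luc; 1000 cells/well, Opti-MEM/10% FBS; cpd 4 pt, 1:5; 24 h, 37 deg C, 5% CO2; detection reagent 10 min RT; luminescence.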
ELG1 genotox: inducers of genotoxicity in HEK293T ELG1-luciferase cells | HEK293T ELG1-luciferase reporter, luminescence, 16 h | 330,000 tested, 1.3% active | Potency, µM (doses to about 46 µM), inactives show at the top dose activity change, positive = activation, usual class: activators; also: potency is read from the fitted curve at half-maximal effect; % of control where 0% means no effect; nearly all actives have a fitted effect of over 60% in size
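Reporter readout depends on ELG1 protein level, which increases with genetic stress. After 16 hr compound exposure at 37 °C, luciferase activity was quantified using ONE-Glo.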
BRCA1 expr act: BRCA1 expression activation; MCF7-BRCA1-FFLuc reporter, luminescence, 48 h; response scale: scaled: vehicle 0%, 10 µM genistein 100%; Potency, µM (titrated, usually from 46.1 µM), for the others: at the top dose activation, most hits filed as activators; 380,000 tested, 1.1% active; AID 624202; also: potency is read from the fitted curve at half-maximal effect; nearly all actives have a fitted effect of over 80% in size; some results filed as inactive show a strong effect at the top dose
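Cells: MCF7-BRCA1-FFLuc, 2000/well. Exposure: 48 h, 37 °C, 5% CO2. Read: luminescence, 15 min post-substrate. Controls: genistein 10 microM (maximal activation), DMSO (neutral).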
S-ASM inh: inhibitors of human secretory acid sphingomyelinase; P17405; placental ASM, HMU-PC fluorogenic substrate, 60 min; Potency, µM (titrated, usually from 57.5 µM), for inactives: at the top dose activity change, negative = inhibition, hits mostly inhibitors; 340,000 tested, 0.006% active; AID 504937; also: potency is read from the fitted curve at half-maximal effect
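Steps: dispense placental human ASM, pin compound, wait 10 min at room temperature, add HMU-PC0 substrate at 9 uM final, incubate 60 min at 37 °C, add stop solution raising pH to 10, read fluorescence.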
USP2a inh: blocks human ubiquitin-specific protease USP2a; O75604; USP2 core, Ub-CHOP2 coupled fluorogenic reporter, 485/531; Potency, µM (series often up to 38.3 µM), for the others: at the highest dose activity change, negative = inhibition, hits mostly inhibitors; 330,000 tested, 0.01% active; AID 463254;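 also: potency is read from the fitted curve at half-maximal effect; plate controls were DMSO wells for no effect and full inhibition by NEM control for full effect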
Target sequence (O75604 whole entry, looked up): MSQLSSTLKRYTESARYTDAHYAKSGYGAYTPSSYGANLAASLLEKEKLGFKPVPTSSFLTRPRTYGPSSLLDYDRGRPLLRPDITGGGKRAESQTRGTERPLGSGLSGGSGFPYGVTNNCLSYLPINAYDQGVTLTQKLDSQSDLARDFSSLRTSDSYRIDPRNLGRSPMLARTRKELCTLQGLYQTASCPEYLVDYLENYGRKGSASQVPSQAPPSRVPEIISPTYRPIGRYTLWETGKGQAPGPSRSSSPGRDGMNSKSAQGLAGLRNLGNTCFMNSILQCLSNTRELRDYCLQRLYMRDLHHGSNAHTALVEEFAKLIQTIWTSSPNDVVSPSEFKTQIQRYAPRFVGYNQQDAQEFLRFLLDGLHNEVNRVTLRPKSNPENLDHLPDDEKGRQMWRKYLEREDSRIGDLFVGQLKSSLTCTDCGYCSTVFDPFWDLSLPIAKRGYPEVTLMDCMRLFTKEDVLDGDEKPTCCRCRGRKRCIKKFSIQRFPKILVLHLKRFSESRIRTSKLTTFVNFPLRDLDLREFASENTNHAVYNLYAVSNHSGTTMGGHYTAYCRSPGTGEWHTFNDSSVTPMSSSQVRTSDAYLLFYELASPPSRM
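Deubiquitinase activity read as fluorescence (485/531 nm) after Ub-CHOP2 cleavage activates the enterokinase reporter on its substrate; USP2 core 10nM, Ub-CHOP2 and substrate 25nM each, 30min compound preincubation then 60min RT; data normalized to NEM, curves fitted.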
a7 integrin act: activators of alpha7 integrin expression for muscular dystrophy. alpha7betagal myoblasts, beta-gal FDG fluorescence, 48 h. 350,000 tested, 0.064% active. Potency, µM (titrated, usually from 38.3 µM), for inactives: top-dose activation, usual class: activators;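 also: potency is read from the fitted curve at half-maximal effect; 100% = response of the positive control SU9516; nearly all actives have a fitted effect of over 60% in size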
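alpha7betagal+/- myoblasts (passage 13, 250/well) treated 48 h at 37C with compounds at 1:260 dilution of DMSO stock. Lysed, then beta-galactosidase activity read as FDG fluorescence (ex 480/em 540) after 30 min, with pre-read for autofluorescence.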
Starred values were filed as active, the others as inactive; ? = inconclusive; . = not tested or not shown; & = joins results of further samples; [ ] = another dose, or the depositor's remark. Unless noted, calls follow the shape of the dose curve; as a rule, active = well fitted curve in the direction sought with a large enough effect; inconclusive = small, poorly fitted or top-dose-only effect, or another doubt; inactive = no such curve, though single readings can be large; an effect the other way counts as inactive or inconclusive.

Compound,TRPV1 ag,Eya2 phos inh,uPA generation,TSG101-PTAP inh,B2AR arrestin,p53 reactivator,ELG1 genotox,BRCA1 expr act,S-ASM inh,USP2a inh,a7 integrin act
COc1cc(CC(=O)OCC(=O)NC2CCCCC2C)cc(OC)c1OC (centres undefined),2.5,-4.2%,1.7%,-1.3%,0.3%,16.2%,0.9%,-29.5%,0.6%,1.3%,-42.7%
CCOc1cc(C(=O)Nc2cc3c(cc2N2CCOCC2)n(C)c(=O)n3C)cc(OCC)c1OCC,2.3,-3.5%,4.1%,-1.6%,0.3%,5.7%,8.9%,-48.5%,1.0%,0.0%,-6.9%
CS(=O)c1ccccc1-c1nc(-c2ccc([N+](=O)[O-])cc2)no1 (centres undefined),.,.,-0.2%,1.7%,.,.,.,87.8%,4.8%,.,14.1%
O=C(Nc1ccc(N2CCOCC2)nc1)c1c(F)cccc1F,3.8,-15.7%,-4.9%,-3.1%,-1.0%,12.7%,?,101.1%,-1.9%,7.7%,0.6%
CCOc1cc(-c2nc(-c3ccccc3OC)no2)cc(OCC)c1OCC,-0.3,-0.8%,8.5%,0.4%,0.6%,2.4%,-28.3%,-35.9%,-8.8%,3.9%,17.3%
COc1ccc(CNC(=O)C(C)N2C(=O)NC3(CCCCCCC3)C2=O)cc1 (centres undefined),0.2,2.8%,10.7%,-1.4%,-0.2%,-6.8%,-14.2%,-12.1%,-2.4%,2.2%,-6.5%
Cc1ccccc1NC(=O)CSC(N)=O,2.7,5.2%,-5.4%,-2.8%,-0.1%,-19.3%,-2.4%,-2.1%,3.8%,-1.8%,-12.6%
Cc1ccc(-c2n[nH]c3c2C(c2ccccc2)N(c2ccc(C(=O)O)cc2)C3=O)cc1 (centres undefined),1.2,9.1%,-1.3%,-2.2%,-0.6%,-2.9%,-0.1%,-27.0%,2.7%,-2.9%,2.4%
COc1ccc(NC(=S)N2CCN(Cc3cccc(F)c3)CC2)c(OC)c1,4.6,-9.5%,-3.8%,-0.8%,0.0%,-2.8%,-8.5%,-21.5%,2.9%,-2.1%,-14.1%
COc1ccc(OC)c(C(=O)NC(CC(N)=O)c2ccc(N3CCCCCC3)c([N+](=O)[O-])c2)c1 (centres undefined),1.7,-5.5%,-4.9%,0.8%,-0.6%,8.7%,-2.2%,2.8%,3.5%,-1.5%,0.0%
C[N+](C)(CCCCCC[N+](C)(C)CCCN1C(=O)c2cccc3cccc(c23)C1=O)CCCN1C(=O)c2cccc3cccc(c23)C1=O,0.4,1.8%&-7.4%,-4.7%,-8.5%,-0.1%,-5.8%,.,7.8%,-2.1%,-1.1%,.
C=CCNC(=O)c1ccc(-n2cccc2)cc1,?,0.7%,-6.0%,0.8%,0.1%,7.7%,6.9%,66.5%,3.4%,3.6%,?
O=C(c1ccccc1)N(NC(=O)C(O)(c1ccccc1)c1ccccc1)c1cccc(F)c1,2.4,-1.8%,-0.6%,-0.8%,-0.6%,-2.5%,-6.5%,-29.6%,4.6%,4.0%,-11.6%
O=S(=O)(c1ccc(Cl)cc1)n1ccc(-c2cccc(OCc3c(F)cccc3Cl)c2)n1,.,-20.7%,2.8%,-2.6%,0.2%,-0.2%,-2.6%,-47.8%,-0.8%,-2.7%,2.7%
Cc1ccc(NC(=O)c2cc(S(=O)(=O)N3CCOCC3)cn2C)c(C)c1,2.3,16.3%,-3.6%,1.4%,-0.2%,.,3.3%,1.8%,11.9%,1.2%,7.7%
C=CCNc1c2c(nc3ncnn13)CC(C)CC2 (centres undefined),-1.6,-3.8%,-25.4%,-2.4%,0.1%,1.4%,-2.2%,-16.3%,2.0%,2.3%,2.2%
Cc1ccc(C)c(NC(=O)C(c2ccccc2)N2CCOCC2)c1 (centres undefined),1.5,-4.5%,-2.7%,-0.4%,-0.1%,3.4%,-2.1%,-32.2%,1.0%,1.8%,0.0%
COc1ccc(C(=O)N(CC2CCCO2)C(C(=O)NC2CCCC2)c2ccc(C)cc2)cc1OC (centres undefined),3.6,13.3%,-5.0%,-4.3%,-0.1%,5.7%,0.1%,7.7%[1.84 µM],3.1%,-0.7%,15.9%
NC(=O)NCc1ccc(Cl)cc1,-1.5,7.5%,-0.6%,-9.1%,0.2%,13.5%,.,8.0%,7.5%,-1.2%,-5.9%
FC(F)(F)Oc1ccc(NC(=S)NCc2ccccc2)cc1,?,6.5%,3.2%,-5.1%,0.2%,?,1.6%,11.7%,0.0%,0.8%,-2.0%
COc1cc(OC)c(C(=O)OCC(=O)N2CCN(S(=O)(=O)c3ccc(C)cc3C)CC2)cc1OC,.,.,-1.7%,0.9%,.,.,.,-26.9%,-1.9%,.,-15.2%
Cc1cc(C)nc(NC(=O)CN2C(=O)c3ccccc3S2(=O)=O)n1,0.3,-25.0%,2.4%,-3.1%,-0.5%,-2.7%,0.7%,0.0%,-3.3%,1.3%,-12.1%
Cc1cccc(NC(=O)CN2CCN(C(=O)C3CCC3)CC2)c1C,3.3,10.0%,-2.1%,-0.8%,-0.1%,-4.2%,3.6%,-20.2%,3.9%,-0.2%,24.1%
COC(=O)c1cccc(NC(=O)NC(=O)c2ccccc2Cl)c1,17.5,-7.8%,1.1%,-0.7%,0.1%,1.7%,?,-74.2%,-1.0%,-3.0%,-26.6%
COCCNc1ncnc2nc[nH]c12,-0.8,22.4%,6.3%,-0.9%,0.1%,3.8%,-2.2%,-27.0%,1.9%,1.3%,-6.8%
Cn1cc(CCC(=O)NCc2ccc(Cl)cc2)c2ccccc21,?,-1.5%,2.0%,-3.1%,-0.6%,-2.3%,-3.4%,-5.7%,-0.4%,3.2%,10.4%
C=CCn1c(SCc2ccc(OC)cc2)nnc1-c1cccnc1,-0.9,5.0%,3.4%,-6.5%,-0.5%,-5.8%,-1.7%,10.9%,3.5%,-1.4%,-3.1%
CSc1nc(C)cc(OCCO)n1,-0.8,-12.4%,-2.3%,-5.5%,-0.8%,-7.7%,1.3%,1.8%,-3.3%,6.0%,-2.5%
Brc1cccc(Cn2c(-c3cncs3)nc3ccccc32)c1,0.6,-21.6%,-2.5%,-2.6%,-0.5%,2.0%,10.3%,-19.6%,-8.3%,-7.2%,1.3%[7.66 µM]
Cc1ccc2c(C)[nH]c(=O)cc2c1,-3.5,6.6%,-13.9%,-2.6%,0.2%,27.9%,-1.8%,-33.2%,0.1%,0.2%,-6.3%
Cc1[nH]c(=O)[nH]c1CN1CCCCC1,-1.1,0.0%,.,.,0.5%,3.4%,3.5%,.,.,1.3%,.
CCOC(=O)C1(CCc2ccccc2)CCN(C(=O)CCn2cnnn2)CC1,11.8,3.8%,-0.6%,0.4%,-1.0%,10.6%,15.8%,30.9%,-1.0%,0.9%,-9.5%
COc1ccc(NC(=O)CCCNC(=O)c2ccc(Cl)cc2)c(OC)c1,27.7,14.2%,-1.4%,-5.2%,0.2%,-1.6%,-1.0%,0.0%,3.4%,0.3%,-19.0%
C/C(=N/OC(=O)c1c(F)cccc1F)c1nccs1,23.3,4.0%,.,-7.4%,0.0%,13.3%,-7.9%,0.8%,0.6%,0.2%,6.2%
COc1ccc(/C=C(\NC(=O)c2ccccc2)C(=O)NCCC(=O)O)cc1,0.8,2.5%,-5.3%,-3.1%,-0.3%,0.2%,-0.4%,3.2%,3.6%,0.3%,14.1%
CCN(CC)S(=O)(=O)c1cc(C(=O)Nc2cc(C)on2)c(Cl)cc1Cl,0.6,-19.8%,1.7%,-1.0%,-0.1%,-33.9%[inhibitor],-4.7%,-34.6%,2.3%,-0.7%,-25.3%
N#Cc1ccc(-c2ccco2)nc1SCC(=O)c1ccc(Cl)cc1,14.4,15.1%,4.9%,14.3%,-0.1%,-0.8%,2.3%,-37.0%,-20.0%,2.1%,-52.2%[inhibitor]
C/C(CC(=O)Nc1ccc2c(c1)OCO2)=N\NC(=O)c1ccccc1N,1.2,-2.4%,-4.8%,4.6%,4.6%,16.9%,-6.4%,34.7%,72.0%[activator],-0.5%,4.4%
Cc1ccc(-n2c(=O)cc(N3CCC(C)CC3)[nH]c2=O)cc1,18.9,13.2%,.,-3.4%,0.0%,4.7%,-1.9%,10.2%,1.9%,-0.2%,-5.8%[7.66 µM]
O=C(O)/C=C/C(=O)Nc1ccc(OCc2ccccc2)cc1,5.8,-14.2%,0.6%,-2.5%,0.2%,4.8%,7.7%,89.0%,8.2%,3.3%,1.9%

Compound activity from PubChem.

The order is random (roughly 2.6% active in at least one column).
